# Yp Topo-I inh: Yersinia pestis topoisomerase I inhibitors, primary screen, biochemical, cleavage product accumulation, plate reader, single point | Y. pestis Topo-I cleavage product accumulation | 360,000 tested, 0.064% active | DNA topoisomerase I (Yersinia pestis CO92) | activity, % at 10 µM; in the data active means activity above about 50%, passing the limit was not always enough; further: inactives centre near 2
# TcdB GH inh: TcdB glycohydrolase inhibitors, primary screen, biochemical, single point, plate reader | TcdB glycohydrolase enzymatic assay | inhibition, % at 9.99 µM | AID 652162, 2013 | 350,000 tested, 0.24% active; in the data active means inhibition above about 10%
# Rv3671c inh: Rv3671c serine protease inhibitors, primary screen, biochemical, fluorescence polarization, M. tuberculosis H37Rv. P9WHR9. inhibition, % at 5.96 µM. 320,000 tested, 0.048% active. AID 2606, 2010; in the data active means inhibition above about 38%;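 further: extracellular domain of Rv3671c used as enzyme; 0% = enzyme with DMSO and 100% = no enzyme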
# Target sequence (P9WHR9 whole entry, looked up, the tested form may be a part): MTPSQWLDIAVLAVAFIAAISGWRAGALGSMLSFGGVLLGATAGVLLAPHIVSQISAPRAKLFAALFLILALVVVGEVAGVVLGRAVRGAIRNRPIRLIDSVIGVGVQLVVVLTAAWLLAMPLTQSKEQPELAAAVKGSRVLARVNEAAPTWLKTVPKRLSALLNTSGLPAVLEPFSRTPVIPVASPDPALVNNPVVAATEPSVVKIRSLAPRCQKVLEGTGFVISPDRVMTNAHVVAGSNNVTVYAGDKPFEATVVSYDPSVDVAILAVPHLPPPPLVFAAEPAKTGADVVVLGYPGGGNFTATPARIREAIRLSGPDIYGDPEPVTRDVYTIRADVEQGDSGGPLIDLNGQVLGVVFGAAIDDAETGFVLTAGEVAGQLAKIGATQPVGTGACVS
# SARS 3CLpro inh: SARS-CoV 3CLpro protease inhibitors, primary screen, biochemical, quenched FRET; recombinant SARS-CoV 3CLpro, quenched FRET peptide cleavage; inhibition, % at 6 µM; Replicase polyprotein 1ab (Severe acute respiratory syndrome coronavirus), P0C6X7; 290,000 tested, 0.14% active; in the data active means inhibition above about 12%
# MazF activator: activators of E. coli MazEF toxin-antitoxin RNase, primary screen, biochemical, fluorescence, uHTS; activation, % at 20 µM; Endoribonuclease toxin MazF (Escherichia coli (strain K12)), P0AE70; FAM/BHQ RNA-DNA oligo cleavage fluorescence, 5 h; 350,000 tested, 0.32% active; in the data active means activation above about 50%
# Target sequence (P0AE70 whole entry, looked up): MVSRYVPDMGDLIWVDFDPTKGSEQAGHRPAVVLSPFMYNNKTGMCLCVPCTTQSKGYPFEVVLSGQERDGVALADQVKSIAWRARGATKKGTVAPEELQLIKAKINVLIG
# Vc quorum ag: inducers of Vibrio cholerae quorum light production without autoinducers, primary screen, BH1578 luxS cqsA deficient, single point | V. cholerae BH1578 lux reporter, luminescence, 6 h | activation, % at 18.7 µM | 350,000 tested, 0.16% active | AID 588436, 2011; in the data active means activation mostly above about 9.7%, no sharp cut-off; further: not every result past the cut was called active; inactives centre near 0; reference of the scale not given here
# VHR inh abs: VHR1 phosphatase inhibitors, primary screen, biochemical, absorbance, uHTS. Dual specificity protein phosphatase 3 (Homo sapiens), P51452. recombinant VHR phosphatase, pNPP absorbance. inhibition, % at 13.3 µM. 290,000 tested, 0.52% active. AID 1654, 2009; in the data active means inhibition above about 50%; further: some compounds called inactive have numbers as strong as hits
# Target sequence (P51452 whole entry, looked up): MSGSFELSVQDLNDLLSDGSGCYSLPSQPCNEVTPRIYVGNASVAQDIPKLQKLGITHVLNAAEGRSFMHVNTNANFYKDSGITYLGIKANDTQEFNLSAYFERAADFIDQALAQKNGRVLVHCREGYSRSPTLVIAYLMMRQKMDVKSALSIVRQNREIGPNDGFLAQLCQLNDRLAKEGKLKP
# PrPC TRFRET: inhibitors of human cell surface prion protein PrPC, primary screen, cell-based, TR-FRET; inhibition, % at 13.8 µM; AID 720596, 2013; 370,000 tested, 0.43% active; Major prion protein (Homo sapiens), P04156; TR-FRET read-out; in the data active means inhibition above about 24%; further: 0% = median of the test wells and 100% = reference compound wells
# SSB-PriA inh: inhibitors of Klebsiella pneumoniae PriA binding to SSB C-terminal tail, primary screen, biochemical, AlphaScreen; AlphaScreen SSBct-PriA binding, biotinylated peptide; inhibition, % at 33 µM; 430,000 tested, 0.6% active; AID 1272365, 2023; in the data active means inhibition mostly above about 37%, no sharp cut-off; inactive means mostly below about 20%;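 further: plate controls were negative control peptide for no effect and reference peptide for full effect; strong numbers were not always called active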
# CCHFV vOTU inh: CCHFV vOTU protease inhibitors, primary screen, biochemical, Pep-AMC substrate, fluorescence; AID 651958, 2012; 370,000 tested, 0.55% active; inhibition, % at 11.5 µM; in the data active means inhibition above about 30%; further: 0% = vehicle wells with enzyme and 100% = no enzyme wells
# * marks the source's active call; other numbers are inactive results; i = inactive; x = no result given; & = joins results of further samples.
SMILES,Yp Topo-I inh,TcdB GH inh,Rv3671c inh,SARS 3CLpro inh,MazF activator,Vc quorum ag,VHR inh abs,PrPC TRFRET,SSB-PriA inh,CCHFV vOTU inh
CC1(C)OC(=O)C(=Cc2ccc[nH]2)C(=O)O1,-13,-0.3,-1,-5,4,0.8,13,2,-3,-5
CCCCSc1cnn(-c2ccccc2)c(=O)c1SCCCC,15,x,-9,2,-15,-0.2,25,-6,-8,3
O=C(NC1CCCCC1)C(c1cccnc1)N(C(=O)CCl)c1ccccc1Cl (stereo not given),-10,0.3,0,2,2,-0.6,4,2,7,-5
O=C1CCC[C@@H]2C[C@@]3(C[C@@H]4CCN1[C@H]24)Nc1cc([N+](=O)[O-])ccc1NC3=NC1CCCCC1,-7,0.0,x,x,0,1.5,x,-6,6,-2
O=C(NCc1nnc(SCC(=O)N2CCC(Cc3ccccc3)CC2)o1)c1ccco1,-6,-0.1,9,0,4,i,1,0,1&7,-2
CCOC(=O)c1sc(NC(=O)CSc2n[nH]c(CC)n2)nc1C,0,2.3,6,5,9,x,-14,2,0,3
Cc1ccc(C(=O)Nc2ncc(C)s2)o1,-5,x,-1,0,8,-0.3,6,-1,4,-5
CCCn1c2ccccc2c2cnn(CC(=O)NCCN(CC)CC)c(=O)c21,16,2.5,1,-1,-9,i,36,3,-19,7
O=C(CSCc1ccccc1)Nc1ccc2c(c1)C(=O)NC2=O,9,0.0,5,1,6,-0.5,4,6,-22,4
CN1CCN(c2ccc(C(F)(F)F)cc2NC(=O)Nc2ccccc2)CC1,-10,-1.1,-7,-12,10,-1.4,18,-19,-3,-14
O=C(N/N=C/c1c[nH]c2ccccc12)c1cc(-c2ccccc2)n[nH]1,-23,1.3,7,-7,14,i,9,2,x,1
C[C@@]12C(=O)Nc3ccc(Br)cc3C(=O)N1[C@H]1c3cc(Cl)ccc3OC[C@@H]1[C@@H]2c1ccccc1,2,x,-10,x,-18,4.0,x,x,-9,x
CCCCNc1nc(-c2ccccc2)cc(C(F)(F)F)c1C(N)=O,-4,1.2,-6,3,2,6.2,27,-3,-28,-16
CCOc1cccc(/C(O)=C2/C(=O)C(=O)N(CCOC)C2c2ccco2)c1 (stereo not given),1,x,-4,2,4,11,14,0,x,10
O=C(NCC1CCCO1)c1cccc(NC(=O)c2ccco2)c1 (stereo not given),-4,x,9,-2,8,0.5,-5,4,-11,9
CCN(CC)S(=O)(=O)c1cc(NC(=O)COC(=O)CCC(=O)c2cccs2)ccc1C,14,2.0,-6,1,5,-1.0,21,-1,2,1
C[C@]12CC[C@H](O)CC1=CCC1C2CC[C@@]2(C)C1CC[C@@H]2NC(=O)[C@@H](N)Cc1cnc[nH]1 (stereo not given in full),0,0.3,x,x,-2,i,x,1,11,0
Cc1cccc(NC(=O)c2cccc(NC(=O)c3ccco3)c2)c1,2,-1.1,x,x,7,i,x,-2,4,-15
CC(=O)N1CN(C(C)=O)CN(C(C)=O)C1,0,-1.2,-6,1,-2,i,-2,0,-6,-4
Cc1cc(C)c2nc3sc(C(=O)N4CCOCC4)c(N)c3cc2c1,14,1.7,3,5,12,-0.2,23,-11,-6,-5

# Some values from above.
# TcdB GH inh with Cc1cccc(NC(=O)c2cccc(NC(=O)c3ccco3)c2)c1 : -1.1
# Yp Topo-I inh with O=C1CCC[C@@H]2C[C@@]3(C[C@@H]4CCN1[C@H]24)Nc1cc([N+](=O)[O-])ccc1NC3=NC1CCCCC1 : -7

# Later entries
SMILES,Yp Topo-I inh,TcdB GH inh,Rv3671c inh,SARS 3CLpro inh,MazF activator,Vc quorum ag,VHR inh abs,PrPC TRFRET,SSB-PriA inh,CCHFV vOTU inh
O/N=C(/CCc1ccccc1)c1ccc2c(c1)OCCO2,11,0.2,4,-4,-12,-0.1,-6,2,x,-6
Cc1ccc([C@H]2C(C(=O)O)=CC[C@@H](c3ccc(C(C)C)cc3)N2S(=O)(=O)c2ccc(C)cc2)cc1,27,0.0,-14,x,3,-0.7,x,4,-8,38*
CN(C)c1nc(N/N=C/c2c[nH]c3ccccc23)nc(N2CCOCC2)n1,-5,6.8,-2,4,-30,i,20,-8,x,4
Cc1cc(N2CCN(C(c3ccccc3)c3ccccc3)CC2)n2ncnc2n1,8,x,1,3,8,2.9,-24,8,2,3
COCn1c(COc2ccccc2)nc2ccccc21,8,x,-4,0,7,-0.3,-5,5,-18,-2
COc1cccc(C(C(=O)NC(C)(C)C)N(CCC(C)C)C(=O)CCC(=O)Nc2cc(C)on2)c1OC (stereo not given),21,1.4,2,0,4,i,-17,-3,-16,14
Cc1c(C(=O)Nc2cccc(Cl)c2)c2ccccn2c1CCc1ccncc1,10,x,x,-1,-16,-0.6,42,3,7,-7
COc1cccc(NC(=O)c2ccc3c(c2)CCCC3)c1,15,2.6,-7,4,11,0.7,11,10,-31,5
COC(=O)CN(c1cc(C(F)(F)F)ccc1Cl)S(C)(=O)=O,5,x,-6,3,-1,1.0,-2,0,-5,-9
COc1ccc(-c2nnc(NC(=O)C3=COCCO3)o2)cc1,-6,0.1,-3,-1,10,0.3,15,1,-4,-2
COc1cc(CN2CCN(C(=O)COc3ccccc3)CC2)cc(OC)c1OC,-11,x,0,1,-8,2.8,30,10,-4,6
O=P(O)(O)COc1ccccc1P(=O)(c1ccccc1)c1ccccc1,-2,x,-9,5,-2,i,-4,1,-6,11
CCSc1nnc(NC(=O)Cc2cccc(OC)c2)s1,-4,x,7,4,1,i,-28,-7,-4,0
C=CCN1C(=O)c2ccc(C(=O)N3CCN(S(=O)(=O)c4cccc(F)c4)CC3)cc2C1=O,9,1.5,3,x,0,i,x,-5,-12,5
O=C(N1CCCC1)C12CC3CCC(CC(C3)C1)C2,-1,x,5,3,6,-0.9,18,1,13,7
CC(=O)N/C(=N/c1nc(C)cc(C)n1)Nc1ccc(F)cc1F,7,1.0,2,-1,1,0.6,x,7,x,-5
Cc1noc(C)c1COc1ccc(C(=O)NCCc2ccccn2)cc1,-15,0.0,5,2,4,i,36,1,-6,-7
CNC(=O)CSc1nnc(C2CC2)n1-c1ccccc1,0,1.3,5,1,8,-0.7,24,-4,0,-14
Nn1c(=O)c2ccccc2n2c(SCc3ccccc3)nnc12,-3,x,-2,5,5,-1.2,-18,5,-2,-5
O=C(OCc1nnc(-c2ccccc2)o1)c1cc(S(=O)(=O)N2CCOCC2)c(Cl)cc1Cl,5,x,7,-4,0,i,31,-1,-12,5

# Ordered by molecular weight (low to high): part of the list above
SMILES,Yp Topo-I inh,TcdB GH inh,Rv3671c inh,SARS 3CLpro inh,MazF activator,Vc quorum ag,VHR inh abs,PrPC TRFRET,SSB-PriA inh,CCHFV vOTU inh
COc1cccc(NC(=O)c2ccc3c(c2)CCCC3)c1,15,2.6,-7,4,11,0.7,11,10,-31,5
COC(=O)CN(c1cc(C(F)(F)F)ccc1Cl)S(C)(=O)=O,5,x,-6,3,-1,1.0,-2,0,-5,-9
O=P(O)(O)COc1ccccc1P(=O)(c1ccccc1)c1ccccc1,-2,x,-9,5,-2,i,-4,1,-6,11
Cc1c(C(=O)Nc2cccc(Cl)c2)c2ccccn2c1CCc1ccncc1,10,x,x,-1,-16,-0.6,42,3,7,-7
C=CCN1C(=O)c2ccc(C(=O)N3CCN(S(=O)(=O)c4cccc(F)c4)CC3)cc2C1=O,9,1.5,3,x,0,i,x,-5,-12,5

# (list continues)
SMILES,Yp Topo-I inh,TcdB GH inh,Rv3671c inh,SARS 3CLpro inh,MazF activator,Vc quorum ag,VHR inh abs,PrPC TRFRET,SSB-PriA inh,CCHFV vOTU inh
O=c1cc(CNCCCO)c2ccccc2[nH]1,-7,x,6,-3,2,-0.6,-15,-7,-8,5
O=C(Nc1ccccc1)NC1CCN(Cc2ccccc2)CC1,0,x,0,2,3,-0.2,10,4,-7,-12
COC(=O)C1C(c2ccccc2)NC(=O)NC1(O)C(F)(F)Cl (stereo not given),-4,1.0,-4,1,9,-0.9,-1,10,3,2
CCCn1c(CN2CCN(C)CC2)nc2ccccc21,0,x,5,1,2,-0.2,-4,-2,-7,-3
O=C(CN1CCN(C(=O)c2ccccc2)CC1)Nc1ccc(Cl)cc1F,17,-2.1,-3,-3,6,-10,12,2,-9,0
COc1ccc(S(=O)(=O)N(C)C)cc1NC(=O)[C@H](Cc1ccccc1)N1C(=O)c2ccccc2C1=O,2,x,-4,5,-4,i,16,9,-9,-8
CCN(C(C)=O)c1cccc2ccccc12,-6,x,-4,-1,11,i,10,x,0,x
CCCC1=C(C(=O)OCC)C2(C(=O)Nc3ccccc32)C(C#N)=C(N)O1 (stereo not given),10,x,1,2,7,i,-12,5,-12,15
CCOC(=O)Cc1ccc(NC(=O)c2ccccc2Br)cc1,4,2.3,-1,0,11,-0.6,12,9,7,9
COc1cc(/C=N/OCC(=O)Nc2ccc(OC(F)F)cc2)ccc1OCc1ccccc1,8,x,-48,2,-3,-3.4,-10,0,x,0
COc1ccc(-c2nc(CS(=O)CC(=O)NCc3ccc(Cl)cc3)c(C)o2)cc1 (stereo not given),5,1.0,-4,2,-2,-1.0,36,-5,-3,-1
COc1ccc(-c2cc(C(=O)NCC(c3ccccc3)N(C)C)c3ccccc3n2)cc1OC (stereo not given),-8,0.7,1,-9,8,-0.4,x,-5,-14,-10
Cc1ccc(NC(=O)CN(C)S(=O)(=O)c2cccc3cccnc23)c(C)c1,8,1.7,8,0,9,-0.6,26,9,-7,-4
COc1ccc(NC2=NCC(=O)N2Cc2cccs2)cc1,-10,x,5,4,-3,x,32,1,-8,-3
CC1(C)COC(/C=C/c2cccc([N+](=O)[O-])c2)=N1,-12,0.3,-5,-1,22,i,25,19,-18,-4
COc1cccc(NC(=O)c2ccc(N3C(=O)C4CC=C(C)CC4C3=O)cc2)c1 (stereo not given),8,-0.5,5,0,4,-0.8,15,-6,-10,9
CCNc1nc(NC(C)(C)C)nc(SC(C(C)=O)C(C)=O)n1,-1,x,0,-2,2,-0.6,15,-6,-5,-3
Cn1c(SCC(=O)Nc2ccc(C(N)=O)cc2)nnc1-c1cccs1,-9,0.3,-1,-6,3,-0.2,-2,-1,2,11
NC(=O)COC(=O)CC12CC3CC(CC(C3)C1)C2,-1,0.3,3,1,4,-0.1,6,5,-2,-7
COc1ccc(-c2csc(N3CCC(C(N)=O)CC3)n2)cc1,22,7.3,8,x,1,-0.7,x,-3,3,5
O=C(CC1CCCC1)Nc1ccc(Br)cc1,2,2.3,-15,3,9,-0.3,26,8,-7,15
COCCN(C(=O)COC(=O)C1CC(=O)N(c2ccc(C)cc2)C1)c1c(N)n(Cc2ccccc2)c(=O)[nH]c1=O (stereo not given),2,0.6,x,x,1,-1.3,x,1,x,-4
COc1ccc(C2C(C(C)=O)=C(O)C(=O)N2c2nccs2)c(OC)c1 (stereo not given),1,1.1,-6,4,-1,x,24,-7,-8,10
CC1Cc2ccccc2N1C(=O)CN1C(=O)C(=O)N(Cc2ccccc2)C1=O (stereo not given),3,x,6,0,5,i,-6,2,7,22
CCOc1ccc(CN(C)CC(=O)Nc2ccc3c(c2)CCC3)cc1OC,18,-4.6,2,-6,5,-0.5,18,2,9,-10
CCC(C)Nc1nc2ccccc2n2c(C)nnc12 (stereo not given),-1,0.4,-21,-2,7,i,70,-9,-4,-1
O=C(NNC(=O)c1ccccc1C(=O)O)c1ccc(-c2ccccc2)cc1,x,0.4,-6,0,x,x,18,5,x,9
COC(C(=O)Nc1ccc(F)c(F)c1)c1ccccc1 (stereo not given),-1,x,-5,4,-3,-0.2,x,-6,-22,11
O=C(NCCCCNC(=O)c1cccs1)c1cccs1,5,x,-8,0,1,-1.6,-5,-6,-4,-7
CC(=O)Cc1nsc(NC(=O)c2oc(-c3ccccc3Cl)cc2C)n1,4,3.2,-28,3,-1,-0.9,33,-3,4,-4

# Screening data (PubChem BioAssay)

# Only part of the results is shown. The share of hits here may be higher or lower than overall.
